EWS-Fli inh: inhibitors of EWS/Fli oncoprotein transcriptional activity; inhibition, % at 12.6 µM; A673 NR0B1-luciferase reporter, viability-normalised; AID 651661; hit rate 0.67% among 350,000;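 active = mean inhibition of at least 50% after viability correction, with every replicate also passing that limit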;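 note: firefly luciferase signal divided by Alamar Blue viability fluorescence both relative to DMSO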
Cneo AK release: causes C. neoformans cell lysis; hit rate 0.2% among 360,000; adenylate kinase release luminescence, 4 h; normalised: neutral wells 0, clomiphene wells 100; lysis activity, % at 15 µM;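 active = mean lysis activity across replicates of at least 80%, whatever share of replicates individually reach that level; inactive = mean lysis activity below 80%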
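Material – Cryptococcus neoformans yeast cells · Quantity – 5 × 10^6 yeast cells/mL · Buffer or medium – YPD medium · Compound – single dose · Timing – 4 h static compound exposure, 37 °C, read 1 h post-reagent · Signal – adenylate kinase release luminescence · Read-out basis – lysis from increased AK signal · Benchmarks – Clomiphene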
PAX8 reporter: lowers PAX8-driven luciferase in RMG-I cells | AID 652154 | inhibition, % at 12.6 µM | RMG-I TPO-luciferase reporter, SteadyGlo, 24 h | hit rate 1.2% among 360,000;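 active = mean replicate inhibition at least 60% with every replicate also reaching 60%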;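 note: luciferase light reporting Pax8 driven TPO promoter activity; plate controls were median of neutral control wells for no effect and mitoxantrone controls for full effect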
Casp6 inh: caspase-6 (human) enzyme inhibition; P55212; purified caspase-6, Z-VEID-R110 cleavage fluorescence; inhibition, % at 12.5 µM; hit rate 0.53% among 350,000; AID 686996;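 active = mean inhibition across replicates at least about 35%, with every replicate also reaching that limit, limit read from the data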;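 note: 0% = median of neutral control wells and 100% = no fluorescence left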
Target sequence (P55212 24-179 limits assumed): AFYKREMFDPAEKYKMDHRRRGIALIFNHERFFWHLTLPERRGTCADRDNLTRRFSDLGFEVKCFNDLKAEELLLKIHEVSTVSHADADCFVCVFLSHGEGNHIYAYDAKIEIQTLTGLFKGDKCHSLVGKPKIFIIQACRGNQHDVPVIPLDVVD
Target sequence (P55212 194-293 limits assumed): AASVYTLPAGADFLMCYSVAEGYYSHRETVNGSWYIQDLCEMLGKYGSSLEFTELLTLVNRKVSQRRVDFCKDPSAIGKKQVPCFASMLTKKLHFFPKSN
FN deposition inh: fibronectin deposition inhibition; AH1F fibroblasts, Alexa488-fibronectin deposition fluorescence, overnight; inhibition, % at 12.6 µM; hit rate 0.086% among 350,000; AID 743247;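 active = mean inhibition across replicates of 30% or more, regardless of how many single replicates reach that level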;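 note: positive control wells lacked labelled fibronectin entirely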
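Material: AH1F fibroblasts assembling fluorescent fibronectin matrix; amount: 10000 AH1F cells/well; medium: DMEM, 2% serum; reagent: Alexa488-fibronectin, 24 nM final in well; dosing: single compound dose, delivered by pin transfer; incubation: 1 h adhesion, overnight exposure; detection: fluorescence after three HBSS washes, excitation 485 nm, emission 525 nm; measure: fibronectin deposition inhibition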
miR122 inh: blocks miR-122 activity in Huh7 sensor cells. activation (reporter increase), % at 12.5 µM. hit rate 0.3% among 340,000. Huh7 miR-122 Renilla luciferase sensor, 48 h; neutral wells = 0, positive control = 100;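 active = mean replicate activation score at least 90 and every replicate individually at or above 90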;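 note: higher luciferase means less miR-122 activity so hits act as miR-122 inhibitors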
PGC1a acetyl inh: lowers PGC1a acetylation signal in U2OS cells; AlphaScreen anti-acetyl-lysine; with virally co-expressed GCN5 acetyltransferase; inhibition, % at 15.6 µM; hit rate 0.17% among 350,000;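 active = every replicate shows inhibition of at least 40%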;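 note: 0% = neutral control wells and 100% = positive control wells; some results beyond the cut were filed as inactive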
LGR2 inh: Drosophila LGR2 receptor signaling inhibition; HEK293 LGR2, CRE-luciferase, bursicon-stimulated, 4 h; hit rate 0.35% among 380,000; AID 720647; inhibition, % at 9.99 µM;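 active = drop in luminescence signal, shown as inhibition above about 50% in the replicate tests, limit read from the data, passing the limit was not always enough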;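 note: agonist challenge used bursicon conditioned medium at about half maximal strength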
* marks the source's active call; other numbers are inactive results; x = not tested or not shown; & = joins results of further samples; [ ] = dose if it differs, or a comment.

The opening 2 records, to show the layout:
compound	EWS-Fli inh	Casp6 inh	miR122 inh	Cneo AK release	LGR2 inh	FN deposition inh	PGC1a acetyl inh	PAX8 reporter
Cc1ccc(S(=O)(=O)N2CCN(C(=O)COC(=O)Cc3cccc(C(F)(F)F)c3)CC2)c(C)c1	0	1	-3	x	9	-1	-1	-6
COCC(=O)N1CCCCN2[C@H](CO)[C@H](c3ccc(C#Cc4ccc(OC)cc4)cc3)[C@@H]2C1	x	-2	-21[16.7 µM]	-3	10	x	1	-7

Results, from the first entry:
compound	EWS-Fli inh	Casp6 inh	miR122 inh	Cneo AK release	LGR2 inh	FN deposition inh	PGC1a acetyl inh	PAX8 reporter
Cc1ccc(S(=O)(=O)N2CCN(C(=O)COC(=O)Cc3cccc(C(F)(F)F)c3)CC2)c(C)c1	0	1	-3	x	9	-1	-1	-6
COCC(=O)N1CCCCN2[C@H](CO)[C@H](c3ccc(C#Cc4ccc(OC)cc4)cc3)[C@@H]2C1	x	-2	-21[16.7 µM]	-3	10	x	1	-7
Cc1cc(C)cc(NC(=O)c2cc(=O)c3ccccc3o2)c1	-9	12	x	x	37	4	x	-2
Nc1nonc1-n1nnc(C(=O)N/N=C/c2ccc(OCc3ccccc3F)cc2)c1CN1CCCCC1	-37	0	4	3	-10	-9	1	-16
C[C@@H]1CN([C@H](C)CO)S(=O)(=O)c2ccc(-c3cccc(C#N)c3)cc2O[C@H]1CN(C)C(=O)c1ccc(F)cc1	8	2	5[16.7 µM]	6	5	x	-7	x
COc1ccc(-c2nc(CS(=O)CC(=O)N3CCOCC3)c(C)o2)cc1OC (configuration not stated)	x	1	0	1	-4	2	-13	2
O=C(C[C@H]1CC[C@H]2[C@@H](COC[C@@H](O)CN2Cc2ccncc2)O1)NCC1CC1	-5	-1	2[16.7 µM]	0	-5	5	10	9
Cc1cccc(-c2nnc(SCC(=O)N3c4ccccc4CCc4ccccc43)n2C)c1	0	2	x	x	10	-1	x	10
C[C@H](CO)N1C[C@H](C)[C@H](CN(C)S(=O)(=O)c2ccccc2)Oc2ccc(NS(=O)(=O)c3cn(C)cn3)cc2CC1=O	-13	1	-8[16.7 µM]	2	2	x	-4	12
Cc1ccccc1-c1cnc2c(c1)C(=O)N([C@@H](C)CO)C[C@@H](C)[C@H](CN(C)Cc1ccccc1F)O2	11&-6&5	1&5&4	7	6&3&0	-23&-22	8&-5	1&-16&-12	8
Cc1cccc(C)c1-n1nnnc1C(c1ccnc2ccccc12)N(CCN(C)C)Cc1ccccc1 (configuration not stated)	14	-7	x	x	-11	-11	x	-1
COc1ccccc1N1CCN(c2ccc3c(c2)S(=O)(=O)c2cccc(C(=O)NCc4cccc(F)c4)c2C3=O)CC1	-17	-2	-1	-1	-3	x	1	-9
O=C(N[C@@H]1CC[C@@H](CCNC(=O)C2CCOCC2)O[C@@H]1CO)c1ccncc1	14&-1	-1&3	x	4	5&-6	-4&2	20	-8&-7
C[C@H]1CCCCO[C@H](CN(C)S(=O)(=O)c2cn(C)cn2)[C@@H](C)CN([C@@H](C)CO)C(=O)c2cc(NC(=O)Cc3ccccc3)ccc2O1	1	x	-2[16.7 µM]	15	17	x	9	3
C[C@@H]1CN([C@H](C)CO)C(=O)c2cc(C#CCc3ccccc3)cnc2O[C@H]1CN(C)C(=O)C1CCCCC1	24	6	-4[16.7 µM]	1	6	x	5	43
COc1ccc(S(=O)(=O)N2CCCC(c3cc(C(=O)NCc4cccnc4)no3)C2)cc1 (configuration not stated)	9	2	17	1	6	2	-23	25
N/C(=N/OC(=O)c1ccccc1Cl)c1ncc([N+](=O)[O-])s1	7	4	1	-18	x	0	-7	3
CC(C)(CNC(=O)c1ccccc1NS(C)(=O)=O)N1CCCCC1	4	-2	13	-3	16	-3	-17	-2
COc1cccc(C=Nc2ccccc2C#N)c1O	-2	0	1	-1	10	-4	-6	5
Cc1cc(C(=O)NNC(=O)CCCCC(=O)NNC(=O)c2cc(C)[nH]n2)n[nH]1	-9	3	x	x	-5	6	x	6
C[C@@H]1CCCCO[C@H](CN(C)C(=O)Nc2ccc(C(F)(F)F)cc2)[C@@H](C)CN([C@@H](C)CO)C(=O)c2cc(NS(=O)(=O)c3cccs3)ccc2O1	10	-2	7[16.7 µM]	48	12	x	18	80*
COCCN(C(=S)Nc1ccccc1C)C(C)c1cccnc1 (configuration not stated)	x	x	-1	0	-16	-7	-4	-12
OCC(Cc1ccc2c(c1)OCO2)C(CO)Cc1ccc2c(c1)OCO2 (configuration not stated)	4	-1	-1	-4	x	x	18	x
COc1ccc(Cn2c(C)cc(O)cc2=O)cc1	2	6	x	x	14	1	x	-11
COc1cc(C(=S)N2CCOCC2)cc(OC)c1OS(=O)(=O)c1ccc(Cl)cc1	1	1	4	2	17	-5	-6	12
CSc1ccccc1NC(=O)CSc1n[nH]c(C)c1[N+](=O)[O-]	6	-1	3	x	13	0	8	14
O=C(CN1C(=O)NC2(CCCC2)C1=O)N1CCN(S(=O)(=O)c2ccc(Cl)c(C(F)(F)F)c2)CC1	1	3	x	-1	7	1	x	8
C[C@@H]1CN([C@H](C)CO)C(=O)c2cc(NS(=O)(=O)c3cn(C)cn3)ccc2O[C@H]1CN(C)C(=O)NC1CCCCC1	-2	-5	0[16.7 µM]	46	4	1	9	x
C[C@H](CO)N1C[C@H](C)[C@H](CN(C)Cc2ccc(-c3ccccc3)cc2)Oc2ccc(NC(=O)Nc3cccc4ccccc34)cc2C1=O	0	0	-9[16.7 µM]	6	4	x	9	x
C[C@H](NC(=O)N1CCn2c1nc1ccccc12)C(=O)N1CCCCC1	x	-2	-7	-1	2	8	-12	1
Cc1ccc(C#N)c(SCc2nnc(-c3ccc(Cl)cc3)o2)n1	x	x	2	1	66*	x	-26	-2
C[C@H](CO)N1C[C@H](C)[C@H](CN(C)S(C)(=O)=O)Oc2ccc(N(C)C)cc2CC1=O	-2	4	1[16.7 µM]	-2	9	8	-5	-18
COc1cccc(-c2cnc(C(O)c3c(C)cccc3C)[nH]2)c1 (configuration not stated)	-13	-1	4	-2	4	1	x	-19
C[C@@H]1CN([C@@H](C)CO)C(=O)c2cc(NC(=O)C3CC3)ccc2O[C@H]1CN(C)Cc1ccc(-c2ccccc2)cc1	4	1	-6[16.7 µM]	6	-7	x	-3	x
Nn1c(SCc2cn3ccsc3n2)nnc1-c1ccncc1	x	x	-19	1	x	4	7	2
Cc1nn(-c2cccc(Cl)c2)c2nc(-c3ccncc3)cc(C(=O)N3CCOCC3)c12	14	6	2	x	-6	-6	-6	42
Cc1cc(-c2cccnc2)c(C#N)c(SCC#N)n1	-1	6	4	2	6	x	2	x
O=C(Cn1nc(-c2ccccc2)ccc1=O)Nc1ccc(NC(=O)c2ccccn2)cc1	27	-3	x	-1	26	1	x	-8
CCN(CC)CCOC(=O)c1ccc(Cl)cc1Cl	-2	-4	x	x	-6	1	1	1
CS(=O)(=O)c1ccc(C(=O)N2CCc3ccccc3C2)cc1	7	0	x	x	5	-5	-4	-7
COC(=O)[C@H](Cc1ccccc1)NC(=O)NCc1cccs1	x	x	-8	-1	-1	-2	10	x
O=C(C[C@H]1C[C@@H]2c3cc(NC(=O)CC4CC4)ccc3O[C@@H]2[C@@H](CO)O1)NCc1ccccc1	3	-2	-7[16.7 µM]	1	11	0	-4	5
Cc1cccc(C)c1-n1c(C)cc(/C=N/NC(=O)c2ccncc2)c1C	x	x	-11	-5	13	9	-13	x
O=C(CN1CCOCC1)N1CC[C@@H]2[C@H]1c1cc(-c3ccccc3)ccc1N[C@@H]2CO	-39	15	-1[16.7 µM]	-6	-18	-6	-8	-19
CCC(C)/C(C)=N/NC(=O)CNS(=O)(=O)c1ccc([N+](=O)[O-])cc1 (configuration not stated)	-6	2	-3	x	14	3	8	7
O=C(Nc1ccc(F)cc1)c1cccc2c1C(=O)N(CC1CCCO1)C2 (configuration not stated)	-1	0	1	0	x	-9	15	-11
Cc1c(N(CC(=O)O)S(=O)(=O)c2ccccc2)c(=O)n(-c2ccccc2)n1C	0	5	x	x	1	x	x	-8
Cc1cc(=O)n(C(C)(C)C)c(=O)n1Cc1ccccc1	8	0	-1	-1	-16	-3	-5	9
COc1ccc(Cl)cc1C(=O)NNC(=O)c1ccc(F)c(S(=O)(=O)N2CCOCC2)c1	7	1	-3	-1	12	-4	-11	x
CCC(=O)NC[C@@H]1[C@H](c2ccc(C3=CCCC3)cc2)[C@@H](CO)N1C(C)=O	-4	1	-12[16.7 µM]	-1	7	x	9	-7

Additional compounds follow.
compound	EWS-Fli inh	Casp6 inh	miR122 inh	Cneo AK release	LGR2 inh	FN deposition inh	PGC1a acetyl inh	PAX8 reporter
O=S(=O)(Cc1ccccc1)NC1c2ccccc2Oc2ccccc21	11	-4	-7	0	4	9	x	21
CCOc1ccc2c(c1)c1nnc(SCC3CCCO3)nc1n2C (configuration not stated)	x	x	6	-2	x	8	-2	x
COc1cc(CNc2ncnc3c2[nH]c2ccc(C)cc23)cc(OC)c1	3	1	14	1	23	12	-4	-9
Cn1c(CN2CCN(C(=O)c3ccccc3)CC2)nc2cc([N+](=O)[O-])ccc21	-14	4	x	x	-15	x	x	-1
Cc1ccc(NC(=O)c2cccc(S(=O)(=O)Nc3c(C)n(C)n(-c4ccccc4)c3=O)c2)cc1C	1	-1	x	x	6	6	x	12
CCOC(=O)c1cc2sccc2n1Cc1ccc(C#N)cc1	x	x	-12	0	-5	x	-6	x
CC(C)OCCCNC(=O)c1cccc2c1C(=O)c1ccc(Cl)cc1S2(=O)=O	-1	-1	-8	2	-1	x	x	29
C[C@@H]1CN([C@@H](C)CO)S(=O)(=O)c2ccc(C#CC3CCCC3)cc2O[C@@H]1CN(C)C(=O)Cc1ccccc1	6	18	6[16.7 µM]	-4	1	x	13	17
Cc1sc(NC(=O)c2ccccc2F)c(CN2CCCCC2C)c1C (configuration not stated)	-69	0	0	3	-60	-5	6	27
CCC(=O)/C=C1/Sc2ccc(OC)cc2N1CC	6	0	-3	1	12	x	-9	x
COc1cc(CC(=O)Nc2ccc3nc(SC)sc3c2)cc(OC)c1OC	3	2	x	x	-5	6	-2	19
CCc1nnc(NC(=O)CCC(=O)N2CCN(Cc3ccc(C)cc3C)CC2)s1	-5	-3	-2	-1	-7	0	5	11
CC(C)(C)OC(=O)C[C@@H]1C/C=C\C[C@H](CC(=O)NCCO)C(=O)N[C@@H](c2ccccc2)COC1=O	-1	3	x	2	21	-5	x	-38
CCNc1nc(SCC(N)=O)nc2sc3c(c12)CCN(C)C3	12	-13	-2	-3	-1	x	11	4
COCC#Cc1cnc2c(c1)C(=O)N([C@@H](C)CO)C[C@@H](C)[C@@H](CN(C)C(=O)Nc1cc(F)ccc1F)O2	-10	x	9[16.7 µM]	x	-7	3	4	-7
O=C(N[C@@H]1CC[C@@H](CCn2cc(-c3ccccn3)nn2)O[C@H]1CO)c1ccc(F)cc1	-8	-4	x	-4	5	x	2	-12
CCN1CCN(C(CNS(=O)(=O)c2ccc(F)cc2)c2cccnc2)CC1 (configuration not stated)	x	-24	-2	0	8	x	5	-38
COCC(=O)Nc1ccc2c(c1)[C@H]1C[C@H](CC(=O)NCC3CC3)O[C@@H](CO)[C@H]1O2	-5	-5	-2[16.7 µM]	46	9	-6	-2	x
N#Cc1ccc(S(=O)(=O)N2CCCN(c3nc4ccc(Cl)cc4s3)CC2)cc1	20	-2	-1	-1	-2	-16	x	15

Screening data (PubChem)
